High-throughput results: PubChem BioAssay, Broad Institute
TcdB GH inh = blocks C. difficile toxin B glycohydrolase activity; P18177; TcdB glycohydrolase enzymatic assay, plate reader; inhibition, % at 9.99 µM; 350,000 compounds, 0.24% hits; AID 652162; in the data active = inhibition above about 10%
Target sequence (P18177 whole entry, looked up): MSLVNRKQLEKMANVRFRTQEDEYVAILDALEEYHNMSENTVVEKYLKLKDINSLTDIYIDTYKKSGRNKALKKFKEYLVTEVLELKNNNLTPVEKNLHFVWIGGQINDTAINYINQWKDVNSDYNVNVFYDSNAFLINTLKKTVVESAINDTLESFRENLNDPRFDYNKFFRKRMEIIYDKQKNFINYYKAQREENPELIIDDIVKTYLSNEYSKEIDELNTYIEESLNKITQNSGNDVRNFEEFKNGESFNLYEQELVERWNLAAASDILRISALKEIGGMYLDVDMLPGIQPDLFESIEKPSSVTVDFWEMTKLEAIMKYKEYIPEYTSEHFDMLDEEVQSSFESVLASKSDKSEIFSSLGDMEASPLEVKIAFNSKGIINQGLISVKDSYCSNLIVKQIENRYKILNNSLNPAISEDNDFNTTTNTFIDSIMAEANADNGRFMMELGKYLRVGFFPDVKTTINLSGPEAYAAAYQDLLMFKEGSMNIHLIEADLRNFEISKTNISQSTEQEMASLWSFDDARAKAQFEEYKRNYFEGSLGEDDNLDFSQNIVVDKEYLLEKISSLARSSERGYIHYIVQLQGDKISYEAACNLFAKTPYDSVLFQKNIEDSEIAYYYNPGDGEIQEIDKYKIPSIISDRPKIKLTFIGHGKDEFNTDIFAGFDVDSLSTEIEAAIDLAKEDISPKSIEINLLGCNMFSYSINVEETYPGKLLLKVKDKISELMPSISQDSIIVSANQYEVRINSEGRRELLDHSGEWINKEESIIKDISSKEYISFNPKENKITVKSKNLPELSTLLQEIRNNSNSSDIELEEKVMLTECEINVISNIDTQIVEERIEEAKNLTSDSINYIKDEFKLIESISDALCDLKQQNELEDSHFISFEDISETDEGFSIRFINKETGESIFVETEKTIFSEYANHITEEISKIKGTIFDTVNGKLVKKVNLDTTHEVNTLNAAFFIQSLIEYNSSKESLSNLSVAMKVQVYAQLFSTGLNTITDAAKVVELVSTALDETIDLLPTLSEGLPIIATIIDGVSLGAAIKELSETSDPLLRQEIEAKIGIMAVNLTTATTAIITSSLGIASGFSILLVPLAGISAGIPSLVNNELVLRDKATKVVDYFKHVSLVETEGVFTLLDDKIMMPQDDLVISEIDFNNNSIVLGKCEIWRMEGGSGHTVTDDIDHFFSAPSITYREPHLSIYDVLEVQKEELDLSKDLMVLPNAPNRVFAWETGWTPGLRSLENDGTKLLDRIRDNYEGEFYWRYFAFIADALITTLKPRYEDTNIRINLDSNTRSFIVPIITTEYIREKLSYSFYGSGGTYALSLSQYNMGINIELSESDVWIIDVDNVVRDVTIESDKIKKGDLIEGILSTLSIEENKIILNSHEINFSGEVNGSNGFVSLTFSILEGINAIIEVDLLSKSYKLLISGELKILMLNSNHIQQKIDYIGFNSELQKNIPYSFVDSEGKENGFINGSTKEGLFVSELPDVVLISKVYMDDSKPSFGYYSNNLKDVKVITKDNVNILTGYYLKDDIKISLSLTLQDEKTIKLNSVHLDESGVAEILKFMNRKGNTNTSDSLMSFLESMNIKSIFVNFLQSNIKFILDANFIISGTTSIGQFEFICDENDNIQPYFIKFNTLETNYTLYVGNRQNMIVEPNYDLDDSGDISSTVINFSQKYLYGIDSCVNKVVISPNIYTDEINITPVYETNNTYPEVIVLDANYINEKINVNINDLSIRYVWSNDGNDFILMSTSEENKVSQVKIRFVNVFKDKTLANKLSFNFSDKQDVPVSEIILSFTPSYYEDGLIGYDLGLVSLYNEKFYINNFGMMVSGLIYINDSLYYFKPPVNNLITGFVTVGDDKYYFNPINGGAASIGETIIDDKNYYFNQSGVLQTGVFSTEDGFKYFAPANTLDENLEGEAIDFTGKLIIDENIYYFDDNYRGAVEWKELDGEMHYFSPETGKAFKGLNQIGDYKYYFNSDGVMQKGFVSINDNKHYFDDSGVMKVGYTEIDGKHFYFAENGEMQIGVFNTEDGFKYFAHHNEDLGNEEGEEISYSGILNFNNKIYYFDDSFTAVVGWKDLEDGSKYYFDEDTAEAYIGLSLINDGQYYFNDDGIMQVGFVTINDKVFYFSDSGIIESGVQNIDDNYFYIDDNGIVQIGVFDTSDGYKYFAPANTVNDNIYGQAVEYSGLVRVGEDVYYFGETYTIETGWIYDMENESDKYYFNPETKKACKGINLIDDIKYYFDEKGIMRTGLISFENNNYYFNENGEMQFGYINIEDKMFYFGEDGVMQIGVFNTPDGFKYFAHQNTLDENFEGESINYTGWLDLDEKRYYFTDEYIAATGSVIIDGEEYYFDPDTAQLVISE
The depositor's hits bear a star; & = joins results of further samples. A portion of the library. The share of hits here may be higher or lower than overall.

Start of the data: the first three compounds, to show the layout:
SMILES	TcdB GH inh
COc1ccc2c3c(n(C)c2c1)[C@@H](CO)N(C(=O)C1CCC1)CC31CN(C)C1	-0.5
CC(C)(C)[S@@](=O)N1Cc2cc(C(=O)N3CCCCC3)nc(-c3cccc(-c4cccc(C#N)c4)c3)c2[C@H]1CCO	1.1
CS(=O)(=O)N1[C@H](C#N)[C@H](c2ccc(C#Cc3cccc(F)c3)cc2)[C@H]1CO	-0.7

The list itself, repeating the preview:
SMILES	TcdB GH inh
COc1ccc2c3c(n(C)c2c1)[C@@H](CO)N(C(=O)C1CCC1)CC31CN(C)C1	-0.5
CC(C)(C)[S@@](=O)N1Cc2cc(C(=O)N3CCCCC3)nc(-c3cccc(-c4cccc(C#N)c4)c3)c2[C@H]1CCO	1.1
CS(=O)(=O)N1[C@H](C#N)[C@H](c2ccc(C#Cc3cccc(F)c3)cc2)[C@H]1CO	-0.7
C[C@H]1CN([C@@H](C)CO)C(=O)c2cc(NC(=O)CCN3CCOCC3)ccc2O[C@@H]1CN(C)CC1CCCCC1	-0.5
C[C@@H]1CN([C@H](C)CO)C(=O)c2cc(NS(=O)(=O)c3ccc(F)cc3)ccc2O[C@@H](C)CCCCO[C@@H]1CN(C)C(=O)c1ccccc1	0.5
CO[C@H]1CN(C)C(=O)c2cc(NS(C)(=O)=O)ccc2OC[C@@H](C)NC[C@@H]1C	-1.0
CCC(=O)N[C@@H]1CC[C@H](CCn2cc(CN(C)C)nn2)O[C@H]1CO	-2.0
C[C@@H](NC(=O)C[C@H]1C[C@@H]2c3cc(NC(=O)C4CCC4)ccc3O[C@@H]2[C@@H](CO)O1)c1ccccc1	-4.3
C[C@@H]1CN([C@H](C)CO)S(=O)(=O)c2ccc(C#Cc3ccccn3)cc2O[C@@H]1CN(C)Cc1cccc(F)c1	-0.4
C[C@H](CO)N1C[C@H](C)[C@H](CN(C)S(=O)(=O)c2ccc(F)cc2)Oc2ncc(/C=C/c3ccccc3)cc2C1=O	0.2&-0.9
C[C@@H]1CN([C@@H](C)CO)C(=O)c2cccc(NC(=O)Nc3ccc(F)cc3)c2O[C@@H]1CN(C)S(=O)(=O)c1ccc(F)cc1	0.2
Cc1noc(C)c1S(=O)(=O)Nc1ccc2c(c1)CC(=O)N([C@H](C)CO)C[C@H](C)[C@H](CN(C)Cc1ccc(C(=O)O)cc1)O2	0.9
O=C(c1ccccc1)N1C[C@@H]2[C@H](c3ccccc31)[C@@H](CO)N2Cc1cc(F)ccc1F	-1.1
CC(C)CC#Cc1ccc2c(c1)O[C@@H](CN(C)S(=O)(=O)c1ccc(F)cc1)[C@@H](C)CN([C@H](C)CO)S2(=O)=O	1.4
COC(=O)[C@H]1[C@H](CO)[C@H]2Cn3c(ccc(C4=CCCCC4)c3=O)[C@@H]1N2CC1CCCC1	-0.1

Not a retest: entries from further up.
SMILES	TcdB GH inh
C[C@H](CO)N1C[C@H](C)[C@H](CN(C)S(=O)(=O)c2ccc(F)cc2)Oc2ncc(/C=C/c3ccccc3)cc2C1=O	0.2&-0.9
C[C@@H]1CN([C@@H](C)CO)C(=O)c2cccc(NC(=O)Nc3ccc(F)cc3)c2O[C@@H]1CN(C)S(=O)(=O)c1ccc(F)cc1	0.2
Cc1noc(C)c1S(=O)(=O)Nc1ccc2c(c1)CC(=O)N([C@H](C)CO)C[C@H](C)[C@H](CN(C)Cc1ccc(C(=O)O)cc1)O2	0.9
O=C(c1ccccc1)N1C[C@@H]2[C@H](c3ccccc31)[C@@H](CO)N2Cc1cc(F)ccc1F	-1.1
CC(C)CC#Cc1ccc2c(c1)O[C@@H](CN(C)S(=O)(=O)c1ccc(F)cc1)[C@@H](C)CN([C@H](C)CO)S2(=O)=O	1.4
COC(=O)[C@H]1[C@H](CO)[C@H]2Cn3c(ccc(C4=CCCCC4)c3=O)[C@@H]1N2CC1CCCC1	-0.1

Next section.
SMILES	TcdB GH inh
CC(C)NC(=O)NCC[C@@H]1CC[C@H](NS(=O)(=O)c2ccccc2)[C@@H](CO)O1	-1.3
O=C(Nc1ccc2c(c1)[C@H]1C[C@H](CC(=O)N3CCOCC3)O[C@H](CO)[C@H]1O2)NC1CCCC1	0.7
Cc1ccc(S(=O)(=O)N2[C@@H]3CNC[C@H]2C3c2ccc(-c3ccccc3C)cc2)cc1 (stereo partly specified)	-0.4&-0.2
C[C@H](CO)N1C[C@H](C)[C@@H](CN(C)C(=O)Nc2ccc3c(c2)OCO3)Oc2c(NC(=O)c3ccc(-c4nccs4)cc3)cccc2C1=O	-5.3
CC(C)NC(=O)N1[C@@H](C#N)[C@@H](c2ccc(C#CC3CCCC3)cc2)[C@@H]1CO	-2.3
Cc1noc(C)c1NC(=O)N(C)C[C@@H]1Oc2ccc(NS(=O)(=O)c3ccc(F)cc3)cc2CC(=O)N([C@@H](C)CO)C[C@@H]1C	-0.8
O=C(C[C@@H]1C=C[C@H](NC(=O)NC2CCCCC2)[C@H](CO)O1)NCc1ccccc1	-0.1
Cc1noc(C)c1NC(=O)Nc1ccc2c(c1)C(=O)N(C)[C@H]1CC[C@@H](CC(=O)N[C@@H]3CCN(Cc4ccccc4)C3)O[C@H]1CO2	-0.5
CN1CCN(C(=O)c2cc3c(c(-c4cccc(-c5cccc(C(=O)N(C)C)c5)c4)n2)[C@H](CCO)N([S@@](=O)C(C)(C)C)C3)CC1	-1.4
O=C(C[C@@H]1C=C[C@H](NC(=O)c2ccc3c(c2)OCO3)[C@H](CO)O1)NCc1ccc(F)cc1	-0.3
C[C@H](CO)N1C[C@H](C)[C@H](CN(C)C(=O)Nc2ccccc2)Oc2c(NC(=O)c3cnccn3)cccc2C1=O	-0.1
CNC[C@H]1OCCCC[C@@H](C)Oc2ccc(NC(=O)Nc3cccc4ccccc34)cc2C(=O)N([C@@H](C)CO)C[C@@H]1C	-1.6
C[C@H](CO)N1C[C@H](C)[C@@H](CN(C)C(=O)C2CCCCC2)OCCCC[C@H](C)Oc2ccc(NS(=O)(=O)c3cccs3)cc2C1=O	-4.5
COc1ccc2c3c([nH]c2c1)[C@@H](CO)N(C(=O)Nc1ccccc1F)CC31CN(C(=O)c2ccccc2F)C1	-0.2
CC(C)NC(=O)Nc1ccc2c(c1)C(=O)N([C@H](C)CO)C[C@@H](C)[C@H](CN(C)S(=O)(=O)c1cccs1)OCCCC[C@@H](C)O2	-6.3
C[C@H](CO)N1C[C@H](C)[C@H](CN(C)Cc2ccc(C(F)(F)F)cc2)OCCCC[C@H](C)Oc2ccc(NS(=O)(=O)c3ccccc3)cc2C1=O	-0.3
COCCNC(=O)C[C@H]1C[C@@H]2c3cc(NC(=O)COC)ccc3O[C@@H]2[C@@H](CO)O1	1.5
COc1ccccc1-c1ccc2c(c1)O[C@H](CN(C)C(C)=O)[C@@H](C)CN([C@H](C)CO)S2(=O)=O	0.0
Cc1ccc(S(=O)(=O)Nc2ccc3c(c2)C(=O)N([C@H](C)CO)C[C@H](C)[C@@H](CN(C)CC2CC2)OCCCC[C@H](C)O3)cc1	0.3
O=C(Nc1cc(F)ccc1F)N1CC(=O)N2[C@H](CO)[C@@H](c3ccc(-c4cccnc4)cc3)[C@H]2C1	-0.5
CNC[C@@H]1Oc2cc(C#Cc3ccccc3F)ccc2S(=O)(=O)N([C@H](C)CO)C[C@H]1C	0.0
C[C@@H]1CCCCO[C@H](CN(C)Cc2ccncc2)[C@H](C)CN([C@@H](C)CO)C(=O)c2cc(NC(=O)Cc3ccccc3)ccc2O1	1.0
O=C1CN(S(=O)(=O)c2ccccc2)C[C@@H]2[C@H](c3ccc(C#Cc4ccccc4)cc3)[C@@H](CO)N12	0.1
CCC(=O)N1CC2(C1)[C@H](c1ccccc1)[C@H](CO)N2Cc1ccccc1OC	0.1
O=C(N[C@H]1CC[C@@H](CCn2cc(C3(O)CCCC3)nn2)O[C@H]1CO)C1CCOCC1	-1.1
COc1ccc(CN(C)C[C@@H]2Oc3c(NC(=O)c4nc5ccccc5s4)cccc3C(=O)N([C@H](C)CO)C[C@H]2C)cc1	0.4
O=C(C[C@H]1C[C@H]2c3cc(NC(=O)Cc4ccncc4)ccc3O[C@H]2[C@H](CO)O1)NCc1ccc2c(c1)OCO2	-0.4
COc1ccc(S(=O)(=O)Nc2ccc3c(c2)C(=O)N([C@@H](C)CO)C[C@@H](C)[C@@H](CN(C)C(=O)Nc2ccc(C(F)(F)F)cc2)O3)cc1	-6.9
COc1ccc(C#Cc2ccc3c(c2)[C@H]2[C@H](CCN2S(=O)(=O)c2ccccc2C)[C@H](CO)N3)cc1	-2.2
C[C@H]1CN([C@@H](C)CO)C(=O)c2cc(NC(=O)Nc3cccc4ccccc34)ccc2O[C@H]1CN(C)Cc1ccc(C(=O)Nc2ccccc2N)cc1	1.0
C[C@@H]1CN([C@@H](C)CO)C(=O)c2cc(NC(=O)Nc3ccccc3)ccc2O[C@H]1CN(C)Cc1ccc(C(=O)O)cc1	-0.1
COc1ccc2c3c([nH]c2c1)[C@@H](CO)N(Cc1ccccc1F)CC31CCN(C)CC1	-2.8
COc1ccccc1S(=O)(=O)N[C@H]1C=C[C@H](CC(=O)N2CCN(C)CC2)O[C@@H]1CO	0.8
C[C@H](CO)N1C[C@H](C)[C@H](CN(C)C(=O)Nc2ccccc2)Oc2ccc(NC(=O)C3CCCCC3)cc2C1=O	-0.9
COCC(=O)N1[C@H](C(=O)N2CCCCC2)[C@@H](CO)[C@@H]2Cn3c(ccc(C4=CCCCC4)c3=O)[C@@H]21	-1.3
CCCNC(=O)Nc1ccc2c(c1)OC[C@H](C)N(C(=O)C1CC1)C[C@@H](C)[C@@H](OC)CN(C)C2=O	-8.2
COc1ccc(S(=O)(=O)N(C)C[C@H]2Oc3ccc(NC(=O)Nc4c(C)noc4C)cc3CC(=O)N([C@@H](C)CO)C[C@H]2C)cc1	-0.1
COc1cccc(C(=O)Nc2ccc3c(c2)C(=O)N(C)C[C@H](OC)[C@@H](C)CN(C(C)=O)[C@H](C)CO3)c1	-0.5
O=C(C[C@@H]1CC[C@@H]2[C@H](COC[C@@H](O)CN2Cc2cccc(Cl)c2)O1)NCC1CCCCC1	0.3
Cc1ccc(S(=O)(=O)Nc2ccc3c(c2)C(=O)N([C@H](C)CO)C[C@H](C)[C@H](CN(C)C)OCCCC[C@H](C)O3)cc1	0.9
O=C(C[C@@H]1C[C@H]2c3cc(NC(=O)C4CCC4)ccc3O[C@H]2[C@@H](CO)O1)NCc1cc(F)ccc1F	-16
C[C@@H]1CN([C@@H](C)CO)C(=O)c2cc(NS(=O)(=O)c3cccs3)ccc2O[C@@H](C)CCCCO[C@H]1CN(C)S(=O)(=O)c1ccccc1	1.0
C[C@H](CO)N1C[C@H](C)[C@H](CN(C)Cc2ccccc2)Oc2c(NC(=O)c3ccc(-c4nccs4)cc3)cccc2C1=O	-1.2
C[C@H]1CN([C@@H](C)CO)C(=O)c2cccc(NC(=O)Nc3cccc4ccccc34)c2O[C@@H]1CN(C)S(=O)(=O)c1ccccc1	0.3
COc1ccccc1CN(C)C[C@@H]1OCc2cn(nn2)CCCC(=O)N([C@H](C)CO)C[C@@H]1C	-0.3
C[C@@H]1CCCCO[C@H](CN(C)S(=O)(=O)c2ccc(Cl)cc2)[C@@H](C)CN([C@H](C)CO)C(=O)c2cc(NS(C)(=O)=O)ccc2O1	-0.1
COc1cccc(S(=O)(=O)N[C@@H]2CC[C@@H](CCNC(=O)Nc3cc(F)ccc3F)O[C@@H]2CO)c1	0.4
COC(=O)C[C@@H]1CC[C@@H]2[C@H](COc3ccc(NC(=O)c4ccc(OC)cc4)cc3C(=O)N2C)O1	0.6
CC(C)NC(=O)Nc1ccc2c(c1)C(=O)N([C@@H](C)CO)C[C@H](C)[C@@H](CN(C)S(=O)(=O)c1ccc(F)cc1)OCCCC[C@H](C)O2	0.9
C[C@@H]1CCCCO[C@@H](CN(C)C(=O)CCCN(C)C)[C@H](C)CN([C@@H](C)CO)C(=O)c2cc(NS(=O)(=O)c3cccs3)ccc2O1	0.3
C[C@@H]1CN([C@H](C)CO)C(=O)c2cc(NC(=O)Nc3ccc4c(c3)OCO4)ccc2O[C@@H](C)CCCCO[C@@H]1CN(C)Cc1ccccc1	-0.4
C[C@H](CO)N1C[C@H](C)[C@H](CN(C)Cc2ccc(-c3ccccc3)cc2)OCc2cnnn2CCCC1=O	-0.2
CC(C)NC(=O)N(C)C[C@H]1OCCCC[C@H](C)Oc2ccc(NS(=O)(=O)c3cccs3)cc2C(=O)N([C@@H](C)CO)C[C@H]1C	0.6
CCC(=O)N1C[C@@H](C)[C@@H](OC)CN(C)C(=O)c2cc(NS(=O)(=O)CC)ccc2OC[C@H]1C	0.4
CC(=O)N(C)C[C@H]1Oc2cc(C#Cc3cccc(F)c3)ccc2S(=O)(=O)N([C@H](C)CO)C[C@@H]1C	2.3
CN(C)C(=O)C[C@@H]1CC[C@@H]2[C@H](COC[C@H](O)CN2S(=O)(=O)c2ccccc2)O1	-1.4
CO[C@@H]1CN(C)C(=O)c2ccc(NC(C)=O)cc2OC[C@H](C)N(C(=O)c2ccncc2)C[C@@H]1C	-2.4
COc1ccc(NC(=O)Nc2cccc3c2O[C@@H](CN(C)Cc2ccc(Oc4ccccc4)cc2)[C@H](C)CN([C@H](C)CO)C3=O)cc1	0.5
CC(=O)N1[C@H](CO)[C@@H](c2ccccc2)C12CN(C(=O)c1cnccn1)C2	-0.5
Cc1noc(C)c1NC(=O)N(C)C[C@@H]1Oc2ccc(NC(=O)Nc3ccc4c(c3)OCO4)cc2C(=O)N([C@H](C)CO)C[C@@H]1C	-0.2

The list continues.
SMILES	TcdB GH inh
C[C@@H]1CN([C@H](C)CO)C(=O)c2cc(-c3ccncc3)cnc2O[C@@H]1CN(C)C(=O)c1cccc(F)c1	0.3
C[C@@H]1CN([C@H](C)CO)C(=O)Cc2cc(NC(=O)Cc3ccccc3)ccc2O[C@@H]1CN(C)Cc1ccc(Cl)c(Cl)c1	1.0
CC(C)NC(=O)N(C)C[C@H]1Oc2cc(C3=CCCC3)ccc2S(=O)(=O)N([C@@H](C)CO)C[C@@H]1C	0.8
O=C(C[C@@H]1C=C[C@@H](NC(=O)Nc2cc(F)ccc2F)[C@H](CO)O1)NCCCN1CCOCC1	-0.3
